RXFP1 antag: qHTS Assay for Antagonists of the Relaxin Receptor RXFP1; hit rate 0.59% among 350,000; HEK293-RXFP1, relaxin-stimulated cAMP HTRF, 30 min; active compounds read low; AID 1259400, 2018; Relaxin receptor 1 (Homo sapiens), Q9HBX9; activity change, negative = inhibition, % at 57.5 µM;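 active = activity change of -60% or lower, but not beyond a set lower limit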; also: % is scaled to controls: 0 for no effect and ±100 for the full control effect
Target sequence (Q9HBX9 whole entry, looked up): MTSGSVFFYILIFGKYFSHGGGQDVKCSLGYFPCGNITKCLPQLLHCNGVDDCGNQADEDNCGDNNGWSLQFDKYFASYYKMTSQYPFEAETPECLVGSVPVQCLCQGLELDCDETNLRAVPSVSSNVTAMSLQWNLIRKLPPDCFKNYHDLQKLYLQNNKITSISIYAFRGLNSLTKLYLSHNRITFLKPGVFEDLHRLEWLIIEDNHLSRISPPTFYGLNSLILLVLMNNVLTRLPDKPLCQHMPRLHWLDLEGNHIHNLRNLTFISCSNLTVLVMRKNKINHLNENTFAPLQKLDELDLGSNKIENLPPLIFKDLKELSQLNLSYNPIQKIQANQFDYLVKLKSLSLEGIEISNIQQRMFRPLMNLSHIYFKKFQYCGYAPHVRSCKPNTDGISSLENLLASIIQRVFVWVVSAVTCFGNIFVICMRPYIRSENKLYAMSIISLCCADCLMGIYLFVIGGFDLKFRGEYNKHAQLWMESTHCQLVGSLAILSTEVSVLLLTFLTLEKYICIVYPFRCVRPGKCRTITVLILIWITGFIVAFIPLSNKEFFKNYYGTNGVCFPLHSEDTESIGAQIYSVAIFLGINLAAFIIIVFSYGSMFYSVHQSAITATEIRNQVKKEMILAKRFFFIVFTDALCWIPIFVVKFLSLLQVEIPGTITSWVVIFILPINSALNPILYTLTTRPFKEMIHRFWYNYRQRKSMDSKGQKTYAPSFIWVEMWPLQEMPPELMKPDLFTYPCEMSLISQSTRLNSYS
D1 antagonist: Antagonist of Human D 1 Dopamine Receptor: qHTS; D(1A) dopamine receptor (Homo sapiens), P21728; HEK293 TREx D1 cells, calcium flux, dopamine EC80; active compounds read low; hit rate 3.2% among 360,000; activity change, negative = inhibition, % at 10 µM; in the data active = activity change below about -30%; also: % is scaled to controls: 0 for no effect and ±100 for the full control effect
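Kinetic fluorescence of a calcium dye serves as the read-out. D1-expressing Hek293 Trex cells, induced overnight at 30 C, are exposed to compound for 180 s before an EC80 dopamine addition, then read 180 s further.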
D2 agonist: HTS Assay for Allosteric Agonists of the Human D2 Dopamine Receptor: Primary Screen for Agonists | D(2) dopamine receptor (Homo sapiens), P14416 | HEK293 T-REx D2 cells, calcium flux agonist mode | activation, % at 2 µM | hit rate 0.53% among 340,000 | AID 485358, 2010;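 active = activation over 3 SD above normal in the single-dose calcium agonist read, cut at about 30% in these data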; also: 0% is about no effect
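Tetracycline-induced HEK293 T-REx cells with force-coupled D2 receptor, plated overnight at 30 C, loaded with no-wash calcium dye. After a 10 s baseline, compound was pin-added and calcium flux read kinetically for 180 s; calcium rises flagged agonists.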
TRHR enhancer: qHTS for Small Molecule Agonists and Allosteric Enhancers of Human TRH Receptor: Primary Screen for Enhancers; TRHR cells, fluo-8 calcium fluorescence, EC20 TRH enhancement; enhancement, % at 2 µM; hit rate 0.66% among 360,000; in the data active = enhancement above about 30%; also: 0% is about no effect
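Enhancer read-out: after compound pinning and an initial kinetic agonist-mode read, an EC20 of TRH (10 nM final) was injected and fluo-8 calcium signal (Ex 480/Em 530) followed at 1 s/cycle for 100 cycles in TRHR-expressing cells.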
D2 PAM: HTS Assay for Positive Allosteric Modulators of the Human D2 Dopamine Receptor: Primary Screen for Potentiators; AID 485347, 2010; potentiation, % at 10 µM; D(2) dopamine receptor (Homo sapiens), P14416; HEK293 T-REx D2, calcium flux, EC20 dopamine potentiation; hit rate 0.34% among 340,000;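 active = potentiation over 3 SD above the plate norm, cut at about 30% in these data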; also: 0% is about no effect
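Primary screen. Calcium kinetics in induced HEK293 T-REx D2 cells: compound pre-addition 180 s, EC20 dopamine, 180 s more.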
D2 antagonist: HTS Assay for Allosteric Antagonists of the Human D2 Dopamine Receptor: Primary Screen for Antagonists; D(2) dopamine receptor (Homo sapiens), P14416; HEK293 TREx D2 cells, calcium flux, dopamine EC80; inhibition, % at 10 µM; hit rate 2% among 340,000; AID 485344, 2010; in the data active = inhibition above about 30%; also: 0% is about no effect
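In this primary screen, negative modulation is detected by tracking calcium flux after an EC80 dopamine challenge in inducible HEK293 T-REx D2 cells preexposed to test compound for 180 s.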
D1 potentiator: Potentiators of Human D1 Dopamine Receptor: qHTS; D(1A) dopamine receptor (Homo sapiens), P21728; HEK293 TREx D1 cells, calcium flux, dopamine EC20 potentiation; potentiation, % at 10 µM; hit rate 0.036% among 360,000; AID 504651, 2011; in the data active = potentiation above about 30%; also: 0% is about no effect
D1 agonist: Allosteric Agonists of the Human D1 Dopamine Receptor: qHTS; D(1A) dopamine receptor (Homo sapiens), P21728; HEK293 T-REx D1 cells, calcium flux, agonist mode; activation, % at 2 µM; hit rate 1% among 360,000; also: 0% is about no effect
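Agonism was scored from calcium flux recorded over 180 s (1 read/s) after pintool compound addition, following a 10-cycle baseline. Cells were inducible force-coupled HEK293 TREx D1, plated overnight at 30 C and loaded with no-wash calcium dye.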
TRHR ag: qHTS for Small Molecule Agonists and Allosteric Enhancers of Human TRH Receptor: Primary Screen for Agonists | Thyrotropin-releasing hormone receptor (Homo sapiens), P34981 | TRHR cells, calcium flux fluo-8, FDSS agonist mode | activation, % at 2 µM | hit rate 0.18% among 360,000 | AID 493084, 2011; also: 0% is about no effect
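Steps: seed TRHR cells overnight; add fluo-8 no-wash Ca dye, RT 30 min–1.5 h; record 10 s baseline; pin-transfer compounds; monitor fluorescence 1 cycle/s for the agonist window. Calcium increases flag candidate agonists.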
* hit, by the source's call; x = no result given. Rule as the data show it, unless noted: active = activation above about 30%; inactive = the rest.

compound	TRHR ag	D2 agonist	D1 antagonist	D1 agonist	RXFP1 antag	D2 PAM	TRHR enhancer	D2 antagonist	D1 potentiator
Cc1ccc(C(=O)NCCCNCCCNC(=O)c2ccc(C)nc2)cn1	0.3	0.5	2	2	1	14	-1	0	-1
O=c1cc(Nc2cccc(Br)c2)[nH]c(=O)[nH]1	-0.2	2.6	-12	1	-8	-2	-10	13	-10
COCCCNC(=O)Cn1cc(C(=O)c2cccs2)c2ccccc21	0.1	-0.4	-8	1	7	6	3	12	-3
CCC(C)(C)N=C(NC#N)Nc1cccnc1	0.0	1.3	-14	3	x	10	5	-3	-2
O=C(Nc1cc(Sc2ccccn2)cc([N+](=O)[O-])c1)c1cccc(F)c1	0.3	-0.8	-14	7	-12	-2	-2	0	-8
O=C(NCCc1ccccc1)C1c2ccccc2C(=O)N1C1CC1 (configuration not stated)	0.4	0.0	23	0	-1	9	10	1	-6
CCNC(=S)N(Cc1cc2cc(C)ccc2[nH]c1=O)C1CCCC1	-0.2	-1.6	-7	3	-17	-5	6	9	-1
c1ccc(CCNc2ccnc3cc4ccccc4cc23)cc1	0.4	0.3	-82*	34*	-14	-14	1	-8	-17
N#C/C(=C\c1ccc(OCC(N)=O)cc1)S(=O)(=O)c1ccccc1	0.0	x	-5	-1	0	x	-3	x	-6
COc1ccc(NC(=O)Cn2c(=O)n(CCC(C)C)c(=O)c3cccnc32)cc1Cl	0.7	-0.1	13	1	x	-1	5	x	0
CC(C)(C)NC(=O)C(c1ccc(F)cc1)N(Cc1ccco1)C(=O)CCC(=O)Nc1ccccn1 (configuration not stated)	-1.4	-2.6	5	3	5	3	3	3	x
CC(C)C[C@H](NC(=O)OC(C)(C)C)c1n[nH]c(=S)n1N	1.4	0.3	-3	4	1	12	-1	-6	1
Cc1ccccc1NC(=O)CCS(=O)(=O)c1cccc2nonc12	-1.9	-2.6	-6	7	8	5	7	-4	x
O=C(Nc1cc(-c2nc3ncccc3o2)ccc1Cl)c1ccc([N+](=O)[O-])o1	-0.1	x	21	0	0	x	-2	x	-2
COc1cc(C2CC(=O)Oc3c2c(=O)n(C)c2ccccc32)cc(OC)c1OC (configuration not stated)	-0.1	0.1	39	2	1	-7	4	14	-1
CCSC1=N/C(=C\c2cccc(F)c2)C(=O)S1	0.0	-0.2	10	2	x	18	0	-3	-4
O=S(=O)(Nc1ncccn1)c1ccc(-n2cnnn2)cc1	0.1	0.7	4	0	0	3	-1	-3	-1
CN(CCn1ccnc1)C(=O)CC1C(=O)NCCN1Cc1ccccc1C(F)(F)F (configuration not stated)	-0.1	0.4	4	0	-4	5	9	-5	1
Cc1nnc(NN)n(N)c1=O	-0.1	0.9	-2	1	0	3	-2	-7	7
COc1ccc(OC)c(-n2c(-c3ccc(O)cc3O)n[nH]c2=S)c1	0.2	-0.1	7	3	-10	2	3	5	0
CCCN1C(=O)COc2ccc(-c3n[nH]c(=O)c4ccccc34)cc21	0.2	-0.6	-6	0	3	4	-7	0	-1
O=C(Nc1ccc2snnc2c1)N1CCOCC1	0.6	0.7	9	2	1	-4	-2	-13	-1
COc1ccc(C2CCCN2C(=S)Nc2ccc(C)cc2C)cc1OC (configuration not stated)	-0.6	0.3	-38*	2	-3	23	-3	14	-3
C/C(=N\NC(=O)Cc1ccc(Cl)c(Cl)c1)c1cccnc1	-0.1	0.1	-4	6	-10	-13	4	-7	-9
CCn1c(CN2CCC(C)CC2)nc2cc(NC(=O)COc3ccc([N+](=O)[O-])cc3)ccc21	0.2	x	-21	2	-1	-39	-4	x	4
COc1ccc(C)cc1NS(=O)(=O)c1cn(C)nc1C	-0.8	-0.8	-2	4	0	0	-6	-5	-3
Cc1ccccc1S(=O)(=O)Cc1ccc(C(=O)NC(C)c2ccccc2)o1 (configuration not stated)	-0.7	0.0	-13	17	39	8	-2	0	0
Clc1cccc(-c2nnc(CN3CCN(c4ccccn4)CC3)o2)c1	-0.2	x	4	0	9	-17	7	x	-1
Nc1ccc2c(c1)COC2=O	0.6	1.9	-1	4	-19	13	-1	2	-2
CN(CC(=O)Nc1ccccc1F)S(=O)(=O)c1ccc2c(c1)c(=O)n(C)c(=O)n2C	-0.2	0.4	8	-1	x	17	-2	x	3

Brought forward from above: 2 compounds; new compounds follow.
compound	TRHR ag	D2 agonist	D1 antagonist	D1 agonist	RXFP1 antag	D2 PAM	TRHR enhancer	D2 antagonist	D1 potentiator
Nc1ccc2c(c1)COC2=O	0.6	1.9	-1	4	-19	13	-1	2	-2
CN(CC(=O)Nc1ccccc1F)S(=O)(=O)c1ccc2c(c1)c(=O)n(C)c(=O)n2C	-0.2	0.4	8	-1	x	17	-2	x	3
O=C(N/N=C/c1ccco1)c1ccncc1	-0.3	0.2	1	4	6	6	-11	27	-2
O=C(CCCn1c(=O)c2ccccc2n(CC(=O)Nc2cccc(Cl)c2)c1=O)NCc1ccc2c(c1)OCO2	0.1	x	12	1	x	-2	-4	x	0
COc1ccc(C2CC(=O)c3c([nH]c(C(=O)OC4CCC(C)CC4)c3C)C2)cc1OC (configuration not stated)	0.2	0.6	-20	0	4	3	2	x	-3
CCc1c(C#N)c(SCCC(=O)Nc2cccc(OC)c2)nc2c1C(=O)CC(C)(C)C2	0.3	-0.8	16	-2	-9	1	1	2	0
COc1ccc(C2C3=C(CCCC3=O)Nc3n[nH]c(C)c32)cc1OC (configuration not stated)	1.0	0.2	-7	3	-9	-5	0	-11	-6
CCN(CC)CCCNC(=O)c1csc(Nc2cccc3ccccc23)n1	1.4	0.0	-24	4	2	-6	8	1	-10
COc1ccc(C(CC(=O)O)NC(=O)Cc2ccccc2)cc1OC (configuration not stated)	0.9	0.5	-6	1	14	-8	0	5	-4
Cc1nonc1CN(C)C(=O)c1cc(COc2ccc(F)cc2Cl)on1	-0.3	24	-24	6	2	-10	3	2	-5
Cc1nc2c3cc(Cl)ccc3n(CCN3CCCCC3)c2s1	-0.2	0.2	x	3	-1	-7	4	13	2
O=C(NCCC1=CCCCC1)c1c(O)nc2sccn2c1=O	-0.2	0.0	-8	5	-9	8	2	8	-3
CC(Oc1ccc(Cl)cc1)C(=O)NCCN1C(=O)S/C(=C\c2cccnc2)C1=O (configuration not stated)	-0.1	0.7	-17	8	-8	1	-9	-8	-7
COc1cc(NC(=O)c2ccccc2)c(OC)cc1NC(=O)Cc1ccc(C)cc1	-0.4	-0.7	-18	0	-10	7	-4	-16	-4
Cc1ccc(CNC(=O)CCC2CCCN(Cc3cccc4cccnc34)C2)o1 (configuration not stated)	-0.3	0.9	-10	-1	2	-8	-2	14	4
COc1ccc(CNC(=O)c2sc(=S)n(-c3ccccc3)c2N)cc1	-0.2	-0.4	1	0	-12	7	6	0	1
Cc1ccc(NC(=O)Cn2c(=O)n(Cc3nc(-c4ccccc4)no3)c(=O)c3cc4c(cc32)OCO4)cc1F	1.9	1.5	9	4	5	3	2	x	-1
CN(C)c1ccc(-c2nc(-c3ccccn3)no2)cc1[N+](=O)[O-]	0.1	-1.4	-39*	10	x	-17	-7	x	-2
COc1ccc(/C=C/c2nc(N)nc(-c3ccccc3O)n2)cc1OC	-1.3	9.5	-14	0	-25	18	-5	20	2
CCc1ccc(C(=O)c2cn(CC(=O)Nc3ccc4c(c3)OCCO4)c3ccc(C)cc3c2=O)cc1	2.4	0.3	4	4	x	-10	8	x	-2
COc1ccc(Cl)cc1NC(=S)NNC(=O)C1(C)CC1(Cl)Cl (configuration not stated)	0.1	0.7	-19	7	-19	6	3	1	-1
c1coc(-c2nnc(SCc3cn4ccccc4n3)o2)c1	-0.2	-0.3	-6	1	-2	-1	-3	9	-6
COc1cccc(-c2nnc(SCC(=O)Nc3cc(C)on3)n2C)c1	1.2	0.5	1	2	-27	-6	-12	15	-3
O=c1cccccc1NN=C1CCCCC1	0.6	1.0	-4	2	6	-1	-4	10	-3
O=C(c1cnc2ccccn2c1=O)N1CCCc2ccccc21	1.8	-0.1	9	2	-7	-3	4	-8	-1
CC(C)CCNC(=O)C1CCN(c2nnc(-n3cccc3)s2)CC1	-0.5	0.9	-6	-3	x	8	-2	-7	-9
CC(C)N1CCC(N2CCN(Cc3ccc(C#CC(C)(C)O)s3)CC2CCO)CC1 (configuration not stated)	0.3	0.1	-5	1	5	-3	-1	3	3
O=c1[nH]ncc(N2CCCC2)c1Cl	0.5	0.5	-11	1	-6	2	1	7	-5
COc1ccc(S(N)(=O)=O)cc1C(=O)NC1CCCc2ccccc21 (configuration not stated)	-1.8	-0.6	-5	-2	-4	-7	-1	7	-3
Cn1c(=O)cc(N2CCCCC2)[nH]c1=O	1.0	0.4	-2	3	8	0	5	-38	0
COc1ccc(C2=NN(C(=O)c3cccs3)C(c3ccc(OC)cc3)C2)cc1 (configuration not stated)	0.4	-0.4	-1	6	-20	2	13	-6	-4
CC(C)(C)NC(=O)C(c1ccncc1)N(CC1CCCO1)C(=O)Cn1nnc(-c2ccc(F)cc2)n1 (configuration not stated)	0.4	0.9	14	0	4	4	2	-26	6
O=C(N/N=C/C1=C(N2CCOCC2)C(=C\c2ccccc2)/CC1)Nc1ccccc1	-0.7	-0.7	5	2	16	6	13	-9	7
CC1=C(C(=O)OCC2CCCO2)C(c2ccc(C)o2)C2=C(CC(c3ccc(F)cc3)CC2=O)N1 (configuration not stated)	-0.7	4.4	-7	4	-1	x	-2	14	-10
COc1ccc(OCC(=O)N2CCN(C(=O)c3cc(OC)c(OC)c(OC)c3)CC2)cc1	0.6	0.1	11	-1	-5	4	9	x	0

Part of the list above in order of length of the SMILES, largest number first.
compound	TRHR ag	D2 agonist	D1 antagonist	D1 agonist	RXFP1 antag	D2 PAM	TRHR enhancer	D2 antagonist	D1 potentiator
COc1ccc(OCC(=O)N2CCN(C(=O)c3cc(OC)c(OC)c(OC)c3)CC2)cc1	0.6	0.1	11	-1	-5	4	9	x	0
COc1ccc(Cl)cc1NC(=S)NNC(=O)C1(C)CC1(Cl)Cl (configuration not stated)	0.1	0.7	-19	7	-19	6	3	1	-1
c1coc(-c2nnc(SCc3cn4ccccc4n3)o2)c1	-0.2	-0.3	-6	1	-2	-1	-3	9	-6
